Screening data deposited in PubChem BioAssay by Broad Institute.
Mtb BioA inh = blocks M. tuberculosis BioA enzyme activity | AID 602481 | actives 0.096% (n = 360,000) | purified M. tuberculosis BioA enzyme, plate reader | inhibition, % at 9.99 µM; in the data active = inhibition above about 40%
* marks the source's active call; other numbers are inactive results. An excerpt, so the mix of outcomes need not match the whole.

SMILES | Mtb BioA inh
CCC(=O)N1[C@@H]2c3ccc(C4=CCCC4)c(=O)n3C[C@H]1[C@H](CO)[C@H]2C(=O)N[C@H](C)c1ccccc1 | 0.0
CN1c2ccc(-c3ccc(F)cc3)cc2[C@H]2[C@H](CCN2C(=O)Cc2ccccn2)[C@@H]1CO | 9.8
OC[C@H]1[C@@H](c2ccc(C#CC3(O)CCCC3)cc2)[C@@H]2CN(Cc3ccccc3F)CCCCN12 | 3.1
CCNC(=O)[C@H]1[C@H](CO)[C@H]2Cn3c(ccc(-c4cccc(F)c4)c3=O)[C@H]2N1Cc1cc(F)ccc1F | 14
COCC#Cc1cnc2c(c1)C(=O)N([C@H](C)CO)C[C@H](C)[C@@H](CN(C)C(=O)CCN1CCCCC1)O2 | 1.3
C[C@H](O)C#Cc1cnc2c(c1)C(=O)N([C@H](C)CO)C[C@@H](C)[C@H](CN(C)C(=O)CC1CC1)O2 | -2.8
O=C(C[C@@H]1C=C[C@H](NC(=O)CCN2CCCCC2)[C@@H](CO)O1)Nc1nccs1 | -3.7
COCC(=O)Nc1ccc2c(c1)OC[C@H](C)N(Cc1ccncc1)C[C@H](C)[C@H](OC)CN(C)C2=O | -1.5
COC(=O)C[C@H]1C=C[C@H](NC(=O)Nc2ccc(C(F)(F)F)cc2)[C@H](CO)O1 | 0.6
C[C@@H]1CCCCO[C@H](CN(C)Cc2ccc(C(=O)O)cc2)[C@H](C)CN([C@H](C)CO)C(=O)c2cc(NS(=O)(=O)c3ccccc3)ccc2O1 | 0.7
COc1ccc(-c2ccc3c(c2)O[C@H](CN(C)C(=O)c2ccccc2F)[C@@H](C)CN([C@@H](C)CO)S3(=O)=O)cc1 | 0.8
COc1ccc(NC(=O)Nc2ccc3c(c2)C(=O)N([C@H](C)CO)C[C@H](C)[C@@H](CN(C)C(=O)NC(C)C)OCCCC[C@H](C)O3)cc1 | 1.6
COc1ccccc1NC(=O)N[C@@H]1CC[C@H](CCNS(=O)(=O)c2ccc(Cl)cc2)O[C@@H]1CO | 4.5
Cc1noc(C)c1NC(=O)N(C)C[C@@H]1Oc2ccc(NC(=O)CCC(F)(F)F)cc2C(=O)N([C@H](C)CO)C[C@@H]1C | -1.5
Cc1ccccc1-c1ccc([C@H]2[C@H](CO)N3CCCCN(C(=O)CN4CCOCC4)C[C@@H]23)cc1 | 1.3
O=S(=O)(c1ccccc1)N1CCCCN2[C@H](C1)[C@@H](c1ccc(C#Cc3cccnc3)cc1)[C@@H]2CO | 0.7
CN(C)C(=O)c1cccc(-c2ccc3c(c2)[C@@H]2[C@@H](CCN2Cc2ccccc2F)[C@H](CO)N3)c1 | 12
CC(C)NC(=O)N1[C@@H](CO)[C@@H]2c3ccccc3N(C)C[C@@H]21 | -5.6
COc1ccc(NC(=O)N(C)C[C@@H]2Oc3c(NC(=O)C4CC4)cccc3C(=O)N([C@H](C)CO)C[C@H]2C)cc1 | 5.1
CNC[C@H]1Oc2c(NS(=O)(=O)c3ccc(Cl)cc3)cccc2C(=O)N([C@H](C)CO)C[C@@H]1C | 6.8
O=C1CS(=O)(=O)C(c2ccccc2)N1c1ccc(-c2ccccc2)cc1 (stereo not drawn) | -1.0
COc1ccc(NC(=O)N(C)C[C@H]2OCCCC[C@@H](C)Oc3ccc(NS(=O)(=O)c4ccc(F)cc4)cc3C(=O)N([C@@H](C)CO)C[C@@H]2C)cc1 | -0.2
C[C@H]1CN([C@@H](C)CO)C(=O)c2cccc(NS(=O)(=O)c3ccc(Cl)cc3)c2O[C@H]1CN(C)S(=O)(=O)c1ccc(Cl)cc1 | -0.4
COCC(=O)N(C[C@H]1N[C@H](CO)[C@@H]1c1ccc(-c2cccnc2)cc1)C(C)C | 7.0
CC(C)NC(=O)N(C)C[C@@H]1Oc2ncc(/C=C/c3ccccc3)cc2C(=O)N([C@H](C)CO)C[C@@H]1C | 1.7

The list goes on, overlapping the part above by three compounds.
SMILES | Mtb BioA inh
C[C@H]1CN([C@@H](C)CO)C(=O)c2cccc(NS(=O)(=O)c3ccc(Cl)cc3)c2O[C@H]1CN(C)S(=O)(=O)c1ccc(Cl)cc1 | -0.4
COCC(=O)N(C[C@H]1N[C@H](CO)[C@@H]1c1ccc(-c2cccnc2)cc1)C(C)C | 7.0
CC(C)NC(=O)N(C)C[C@@H]1Oc2ncc(/C=C/c3ccccc3)cc2C(=O)N([C@H](C)CO)C[C@@H]1C | 1.7
N#C[C@H]1[C@H](c2ccc(C#Cc3cccc(F)c3)cc2)[C@@H](CO)N1C(=O)C1CCOCC1 | 11
COc1ccc(NC(=O)N2CCCCN3[C@H](CO)[C@@H](c4ccc(-c5ccccc5F)cc4)[C@@H]3C2)cc1 | 3.9
COCC(=O)N(C[C@H]1N[C@@H](CO)[C@@H]1c1ccc(-c2cccnc2)cc1)C(C)C | 1.7
CC(C)C#Cc1cnc2c(c1)C(=O)N([C@@H](C)CO)C[C@@H](C)[C@@H](CN(C)C(=O)c1cccnc1)O2 | 0.2
COc1ccc(-c2ccc([C@H]3[C@@H](CO)N4CCCCN(C(=O)NC(C)C)C[C@@H]34)cc2)cc1 | 0.3
C[C@H](CO)N1C[C@H](C)[C@@H](CN(C)Cc2ccc(C(=O)O)cc2)OCCCC[C@H](C)Oc2ccc(NC(=O)Cc3ccccc3)cc2C1=O | -0.8
C[C@H](CO)N1C[C@H](C)[C@@H](CN(C)S(=O)(=O)c2ccc(F)cc2)Oc2ccc(NS(=O)(=O)c3ccc(Cl)cc3)cc2C1=O | 0.1
C[C@@H]1CN([C@H](C)CO)C(=O)c2cc(C#Cc3ccccc3F)cnc2O[C@@H]1CN(C)S(=O)(=O)c1ccccc1 | 1.9
COc1cccc(-c2cnc3c(c2)C(=O)N([C@@H](C)CO)C[C@H](C)[C@@H](CN(C)C(C)=O)O3)c1 | -1.7
COc1ccc(NC(=O)Nc2cccc3c2O[C@H](CN(C)S(=O)(=O)c2ccc(Cl)cc2)[C@H](C)CN([C@H](C)CO)C3=O)cc1 | -2.3
CC=Cc1ccc2n(c1=O)C[C@@H]1[C@@H](CO)[C@H](C(=O)NCc3ccc(F)cc3)N(CC)[C@H]21 (mixture of isomers) | -0.7
C[C@H](CO)N1C[C@H](C)[C@H](CN(C)S(C)(=O)=O)Oc2ccc(NC(=O)Cc3cn(C)c4ccccc34)cc2C1=O | 0.8
CN1C(=O)c2cc(NC(=O)c3ccccc3Cl)ccc2OC[C@@H]2O[C@H](CC(=O)O)CC[C@@H]21 | -2.5
CC(C)C#Cc1ccc([C@@H]2[C@@H](C#N)N(C(=O)c3ccccn3)[C@@H]2CO)cc1 | -0.7
C[C@@H]1CN([C@@H](C)CO)C(=O)c2cc(NS(=O)(=O)c3ccc(F)cc3)ccc2O[C@@H]1CN(C)Cc1ccc2c(c1)OCO2 | -0.1
C[C@@H]1CN([C@@H](C)CO)C(=O)Cc2cc(NS(=O)(=O)c3ccc(Cl)cc3)ccc2O[C@H]1CN(C)Cc1ccccc1 | 1.0
CCCNC(=O)N(C)C[C@@H]1Oc2ncc(C#CC(C)C)cc2C(=O)N([C@H](C)CO)C[C@@H]1C | 1.4
CN1C(=O)c2cc(NC(=O)NCc3ccccc3)ccc2OC[C@H]2O[C@H](CC(=O)NCC3CCCCC3)CC[C@@H]21 | -4.2
C[C@@H]1CN([C@@H](C)CO)C(=O)c2cc(NC(=O)Cc3ccccc3)ccc2O[C@H]1CN(C)Cc1ccc(C(=O)Nc2ccccc2N)cc1 | -1.3
Cc1noc(C)c1NC(=O)Nc1cccc2c1O[C@H](CN(C)CC1CC1)[C@@H](C)CN([C@@H](C)CO)C2=O | 3.5
C[C@@H]1CN([C@@H](C)CO)C(=O)Cc2cc(NC(=O)C3CCCCC3)ccc2O[C@@H]1CN(C)S(C)(=O)=O | -0.1
COCC(=O)Nc1ccc2c(c1)[C@@H]1C[C@H](CC(=O)NC3CCCC3)O[C@@H](CO)[C@@H]1O2 | 0.3
CCCNC(=O)N1[C@@H](C#N)[C@H](c2ccc(C#Cc3cccc(F)c3)cc2)[C@@H]1CO | 0.9
CO[C@H]1CN(C)C(=O)c2cc(NC(=O)NC(C)C)ccc2OC[C@@H](C)N(C)C[C@H]1C | 0.6
CC(C)CC#Cc1ccc2c(c1)O[C@@H](CN(C)Cc1ccccn1)[C@H](C)CN([C@@H](C)CO)S2(=O)=O | 1.9
Continuation:
SMILES | Mtb BioA inh
C[C@@H]1CCCCO[C@@H](CN(C)Cc2ccccc2)[C@H](C)CN([C@H](C)CO)C(=O)c2cc(NC(=O)Nc3ccc4c(c3)OCO4)ccc2O1 | -0.9
CCCNC(=O)N(C)C[C@@H]1Oc2cc(C#CC(C)C)ccc2S(=O)(=O)N([C@@H](C)CO)C[C@H]1C | 1.6
C[C@@H]1CN([C@H](C)CO)C(=O)c2cc(N(C)C)ccc2O[C@H]1CN(C)Cc1ccc(Cl)c(Cl)c1 | 2.7
C[C@@H]1CCCCO[C@@H](CN(C)C(=O)Nc2ccc(F)cc2)[C@@H](C)CN([C@@H](C)CO)C(=O)c2cc(NC(=O)Nc3ccccc3)ccc2O1 | -1.8
C/C=C/c1ccc([C@@H]2[C@@H](CO)N[C@@H]2CN(C(=O)C2CCC2)C(C)C)cc1 | -2.0
C[C@H]1CN([C@@H](C)CO)C(=O)c2cccc(NC(=O)c3ccc(-c4nccs4)cc3)c2O[C@H]1CN(C)C(=O)Nc1ccccc1 | -0.4
O=C(N[C@@H]1CC[C@@H](CC(=O)N2CCCCC2)O[C@@H]1CO)c1cccc(F)c1 | -0.8
C[C@@H]1CCCCO[C@H](CN(C)C(=O)CCC(F)(F)F)[C@@H](C)CN([C@H](C)CO)C(=O)c2cc(NC(=O)NC3CCCCC3)ccc2O1 | 3.0
CCNC(=O)[C@H]1[C@H](CO)[C@H]2Cn3c(ccc(-c4ccccc4F)c3=O)[C@@H]1N2CC | -1.3
O=C(Nc1cccc(Cl)c1)N[C@H]1CC[C@H](CCn2cc(Cc3ccccc3)nn2)O[C@H]1CO | 0.0
C[C@H](CO)N1C[C@H](C)[C@@H](CN(C)Cc2cccnc2)Oc2cc(C3=CCCCC3)ccc2S1(=O)=O | 2.6
O=C(C[C@H]1C=C[C@@H](NC(=O)Nc2cc(F)ccc2F)[C@H](CO)O1)Nc1ccc(-c2ccccc2)cc1 | 2.8
COc1ccccc1C#Cc1ccc([C@H]2[C@@H](C#N)N(C(=O)C3CC3)[C@H]2CO)cc1 | -8.9
C/C=C/c1ccc([C@@H]2[C@H]3CN(C(=O)Cc4cccnc4)CCCCN3[C@H]2CO)cc1 | 2.1
CNC[C@@H]1OCCCC[C@H](C)Oc2ccc(NC(=O)Nc3ccc(F)cc3)cc2C(=O)N([C@@H](C)CO)C[C@H]1C | -1.5
CCC(=O)N(C)C[C@H]1Oc2ncc(C#Cc3ccccc3OC)cc2C(=O)N([C@H](C)CO)C[C@@H]1C | 1.2
COc1ccc(S(=O)(=O)N(C)C[C@H]2Oc3cc(C#CC4CC4)ccc3S(=O)(=O)N([C@@H](C)CO)C[C@H]2C)cc1 | -1.1
C[C@H]1CN([C@@H](C)CO)S(=O)(=O)c2ccc(C#Cc3ccccc3F)cc2O[C@@H]1CN(C)C(=O)Cc1ccncc1 | -15
Cc1noc(C)c1C(=O)N(C)C[C@@H]1OCc2ccccc2-c2c(n(C)c3ccccc23)C(=O)N([C@@H](C)CO)C[C@H]1C | 2.7
C[C@@H]1CCCCO[C@@H](CN(C)S(=O)(=O)c2ccc(Cl)cc2)[C@@H](C)CN([C@H](C)CO)C(=O)c2cc(NS(C)(=O)=O)ccc2O1 | 1.9
C[C@@H]1CCCCO[C@@H](CN(C)C(=O)NC2CCCCC2)[C@@H](C)CN([C@H](C)CO)C(=O)c2cc(NC(=O)c3ccncc3)ccc2O1 | -0.4
C[C@H]1CN([C@@H](C)CO)C(=O)c2cc(C#Cc3ccc(F)cc3)cnc2O[C@H]1CN(C)C(=O)Nc1ccc(F)cc1 | -0.4
C[C@@H]1CCCCO[C@H](CN(C)Cc2ccc(Cl)c(Cl)c2)[C@@H](C)CN([C@@H](C)CO)C(=O)c2cc(NC(=O)Nc3cccc4ccccc34)ccc2O1 | -1.1
COc1cccc(-c2cnc3c(c2)C(=O)N([C@@H](C)CO)C[C@H](C)[C@H](CN(C)CC2CCOCC2)O3)c1 | 13
CN(C)C(=O)C[C@H]1C=C[C@H](NC(=O)Nc2cccc(F)c2)[C@H](CO)O1 | 1.6
COc1ccccc1S(=O)(=O)N[C@@H]1CC[C@H](CC(=O)N2CCOCC2)O[C@H]1CO | 0.2
C[C@@H]1CCCCO[C@H](CN(C)C(=O)c2ccncc2)[C@H](C)CN([C@H](C)CO)C(=O)c2cc(NS(=O)(=O)c3ccc(F)cc3)ccc2O1 | 0.5
O=C(C1CCOCC1)N1C[C@H]2[C@@H](c3ccccc31)[C@@H](CO)N2C(=O)c1ccccc1 | -2.6
C[C@H]1CN([C@@H](C)CO)C(=O)c2cc(-c3ccc(C(=O)N(C)C)cc3)cnc2O[C@H]1CN(C)Cc1ccc(C(=O)O)cc1 | -0.4
C[C@@H]1CN([C@H](C)CO)C(=O)Cc2cc(NS(=O)(=O)c3cn(C)cn3)ccc2O[C@@H]1CN(C)C(=O)Nc1ccc2c(c1)OCO2 | -4.4

6 of the compounds above, as comma-separated lines.
Compound,Mtb BioA inh
COc1ccccc1S(=O)(=O)N[C@@H]1CC[C@H](CC(=O)N2CCOCC2)O[C@H]1CO,0.2
CCCNC(=O)N(C)C[C@@H]1Oc2cc(C#CC(C)C)ccc2S(=O)(=O)N([C@@H](C)CO)C[C@H]1C,1.6
O=C(C1CCOCC1)N1C[C@H]2[C@@H](c3ccccc31)[C@@H](CO)N2C(=O)c1ccccc1,-2.6
C[C@@H]1CCCCO[C@H](CN(C)C(=O)CCC(F)(F)F)[C@@H](C)CN([C@H](C)CO)C(=O)c2cc(NC(=O)NC3CCCCC3)ccc2O1,3.0
Cc1noc(C)c1C(=O)N(C)C[C@@H]1OCc2ccccc2-c2c(n(C)c3ccccc23)C(=O)N([C@@H](C)CO)C[C@H]1C,2.7
CN(C)C(=O)C[C@H]1C=C[C@H](NC(=O)Nc2cccc(F)c2)[C@H](CO)O1,1.6
